PTPN22 inh 2 = inhibitors of human LYP (PTPN22) phosphatase | Q9Y2R2 | recombinant LYP catalytic domain, DiFMUP fluorescence | inhibition, % at 2 µM | 96,000 compounds, 0.21% hits | AID 640;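 active = inhibition at 2 µM at or above a set limit, the screen mean plus 3 SD, cut at about 24% in these data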;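 also: 0% = DMSO with enzyme and 100% = enzyme fully blocked by orthovanadate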
HIV Rev-RRE inh = disrupts HIV-1 Rev binding to RRE RNA | P05866 | Rev peptide-RRE RNA binding, FRET | inhibition, % at 8 µM | 97,000 compounds, 0.79% hits | AID 704;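 active = inhibition above the screen-wide mean plus 3 SD, cut at about 35% in these data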;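 also: 0% = median DMSO wells and 100% = median Neomycin B control wells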
Target sequence (P05866 whole entry, looked up): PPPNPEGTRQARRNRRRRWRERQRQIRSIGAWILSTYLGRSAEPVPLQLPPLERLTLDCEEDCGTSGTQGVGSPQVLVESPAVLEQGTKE
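Test system – labelled RRE RNA duplex and labelled Rev peptide · Reagent – labelled Rev peptide · Doses – one concentration, 8 µM nominal · Incubation – 5 + 15 min at 25 °C · Signal – FRET fluorescence readout · Read-out basis – % inhibition of FRET ratio versus controls · Control set – DMSO wells as 0% and neomycin B wells as 100% inhibition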
S1P2 ag = S1P2 (human) receptor agonism; activation, % at 4.5 µM; S1P2-expressing cell line, agonist reporter read-out; O95136; 97,000 compounds, 0.46% hits; AID 729; in the data active = activation above about 16%;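 also: 0% = vehicle low control and 100% = maximal reference agonist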
Target sequence (O95136 whole entry, looked up): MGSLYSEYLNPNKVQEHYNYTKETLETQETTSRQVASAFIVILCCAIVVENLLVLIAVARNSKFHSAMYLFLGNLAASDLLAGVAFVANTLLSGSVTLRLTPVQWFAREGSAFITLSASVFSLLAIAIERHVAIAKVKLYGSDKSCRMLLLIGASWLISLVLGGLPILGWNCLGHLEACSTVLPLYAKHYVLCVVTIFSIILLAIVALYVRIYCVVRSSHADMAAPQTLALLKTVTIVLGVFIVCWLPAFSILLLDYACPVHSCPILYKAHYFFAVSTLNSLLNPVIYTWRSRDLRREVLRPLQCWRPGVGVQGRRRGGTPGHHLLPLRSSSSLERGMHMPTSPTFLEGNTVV
FAK inh = FAK (human) kinase inhibition. 97,000 compounds, 0.84% hits. inhibition, %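 (tested at 7 µM)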. AID 727. Q05397. biochemical FAK kinase activity assay; in the data active = inhibition above about 19%;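 also: 0% = DMSO and 100% = reference compound high control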
PostGolgi yeast = growth inhibition of a yeast mutant, post-Golgi transport screen; 98,000 compounds, 0.9% hits; inhibition, % at 10 µM; post-Golgi transport phenotypic cell assay;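 also: yeast cells grown in 1536-well plates; yeast grown about 18 h at 30C before absorbance read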
PostGolgi ctrl = inhibits growth of the yeast control strain; 98,000 compounds, 5% hits; AID 738; efflux-deficient yeast background strain, growth absorbance A615, 16 h; inhibition, % at 10 µM
LYP act = activators of human LYP (PTPN22) phosphatase; Q9Y2R2; recombinant LYP, DiFMUP fluorescence; 0 = plate median, 100 = signal doubled; activation, % at 2 µM; 96,000 compounds, 0.11% hits; AID 697;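 active = activation at 2 µM above a set limit, the mean plus 5 SD, cut at about 37% in these data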
EphB4 antag = EphB4-ephrin-B2 interaction antagonism; EphB4 LBD / TNYL-RAW-Alexa532 peptide, fluorescence polarization; inhibition, % at 7 µM; 97,000 compounds, 0.15% hits;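 active = inhibition above the screen-wide mean inhibition plus 3 SD, cut at about 15% in these data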;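 also: 0% = DMSO wells and 100% = excess unlabeled TNYL-RAW peptide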
S1P2 antag = S1P2 (human) receptor antagonism. O95136. cell-based S1P2 antagonist assay, inhibition at 5 uM. inhibition, % at 5 µM. 97,000 compounds, 0.21% hits; in the data active = inhibition above about 45%;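 also: CRE beta-lactamase reporter cells expressing human S1P2 stimulated with S1P; 0% = agonist at EC80 alone and 100% = agonist plus reference antagonist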
Numbers without * were called inactive; / = not tested or not shown. Rule as the data show it, unless noted: active = inhibition above about 30%; inactive = the rest. No enrichment for hits, and some 7% of all compounds hit somewhere here.

Screens in order – PTPN22 inh 2, HIV Rev-RRE inh, S1P2 ag, FAK inh, PostGolgi yeast, PostGolgi ctrl, LYP act, EphB4 antag, S1P2 antag
> O=c1[nH]c2cc3c(cc2cc1C(c1nnnn1Cc1ccccc1)N1CCCCCC1)OCCO3 (stereo not drawn)
  -6, 41*, -3, 3, -8, 25, 8, -2, -9
> COc1cccc(-c2nc(CS(=O)CC(=O)NCCCOC(C)C)c(C)o2)c1 (stereo not drawn)
  8, 6, -5, 0, -4, 18, -11, 5, 20
> CCOc1ccccc1OCCCC(=O)NC1=NCCS1
  3, 4, -2, 2, 4, 8, -4, 0, 7
> CCN(CC)S(=O)(=O)c1ccc(NS(=O)(=O)c2ccc(F)cc2)cc1
  4, -4, 7, 2, 0, 1, -1, -5, -14
> Cc1ccc(/C(N)=N/OC(=O)c2ccco2)cc1
  8, 3, -6, -1, /, /, -8, 4, -12
> COc1ccc(Cn2c(=O)[nH]c3cc(C(=O)NCCCN4CCCC4)ccc3c2=O)cc1
  -12, 0, -5, 3, -5, 1, 10, 3, -18
> Cn1c(SCC(=O)c2ccccc2)nnc1-c1ccco1
  -10, 6, -6, 2, /, /, 9, 3, 5
> N#C/C(=C/c1ccc(OCc2ccccc2)cc1)C(=O)NC1CCCCC1
  -12, 5, 0, -1, 8, 1, 10, -5, 3
> O=C(NCCCCC(NC(=O)c1ccc([N+](=O)[O-])cc1)C(=O)O)c1ccc([N+](=O)[O-])cc1 (stereo not drawn)
  -10, 2, -1, -2, -3, 8, 5, -1, -4
> C/C(=C\C(=O)c1ccccc1)NNc1nc2ccccc2s1
  9, 4, -5, 8, -26, 13, -5, 6, 16
> O=C(Cc1cccs1)NCc1ccc2c(c1)OCO2
  -3, 7, 1, 1, -2, 1, 2, -1, -30
> CCCCC(=O)NNC(=S)NC(=O)CCC
  3, 2, -5, -1, /, /, -4, 10, -1
> Cc1nc2ccccc2nc1OCC(=O)NCc1ccc2c(c1)OCO2
  1, 0, -1, -9, 12, 3, -4, -1, -9
> Cc1ccc(NC(=O)C2CCCN2C(=O)Oc2ccccc2)cc1C (stereo not drawn)
  -5, 8, -3, 1, 2, 3, 6, 7, -9
> Cc1ccc(S(=O)(=O)N(C)CCCC(=O)Nc2ccncc2)cc1
  -3, 6, -3, 3, 9, 19, 0, 7, 30
> CC(=O)NC(NC(C)=O)c1ccc(N(C)C)cc1
  3, 7, -1, -4, /, /, -2, 8, 4
> COc1ccc(C(=O)O)cc1S(=O)(=O)Nc1cccc(C)c1
  -5, 14, -5, -1, -3, 6, 1, -4, -4
> C1CCC2(CC1)C1=C(CCCC1)Nc1nnnn12
  -6, 0, -6, -2, 0, 3, 5, -13, -12
> COc1cccc(C(=O)Oc2cc(-c3ccccc3)no2)c1
  -8, 11, -1, -1, 0, -3, 8, -8, 16
> CCOC(=O)N1CCN(C(=O)c2ccc3c(=O)n(CCC4=CCCCC4)c(=O)[nH]c3c2)CC1
  -8, -1, -11, -4, -3, 2, 7, 4, 20

One compound at a time (already shown). Order of values: PTPN22 inh 2 | HIV Rev-RRE inh | S1P2 ag | FAK inh | PostGolgi yeast | PostGolgi ctrl | LYP act | EphB4 antag | S1P2 antag
O=C(Cc1cccs1)NCc1ccc2c(c1)OCO2 is entered as -3 | 7 | 1 | 1 | -2 | 1 | 2 | -1 | -30
Cc1ccc(/C(N)=N/OC(=O)c2ccco2)cc1 is entered as 8 | 3 | -6 | -1 | / | / | -8 | 4 | -12

The list goes on:
Screens in order – PTPN22 inh 2, HIV Rev-RRE inh, S1P2 ag, FAK inh, PostGolgi yeast, PostGolgi ctrl, LYP act, EphB4 antag, S1P2 antag
> Cc1ccc(S(=O)(=O)N(C)CC(=O)NC2CC(C)(C)NC(C)(C)C2)cc1
  9, -1, -6, -3, 6, -6, -12, -1, 2
> CCc1ccc(NC(=O)C2CCN(S(=O)(=O)c3c(C)[nH]c(=O)[nH]c3=O)CC2)cc1
  -8, -3, -12, 2, 0, -6, 5, -10, -23
> CCOc1ccc(C(=O)OCc2nnc(-c3cccs3)o2)cc1OC
  0, 4, -3, -5, 18, 12, 4, 4, -21
> COCCOC(=O)C1=C(C)NC2=C(C(=O)CC(C)(C)C2)C1c1cccnc1 (stereo not drawn)
  -2, 5, 0, 2, 8, 4, 3, -7, -10
> CCOC(=O)c1sc(NC(=O)c2cccnc2)c(C#N)c1C
  -2, 1, 2, -5, -6, -2, 3, 2, -13
> OC1(c2ccccc2F)CCN(Cc2nnnn2CCc2ccccc2)CC1
  -6, 1, 2, 2, -6, 4, 6, -4, -12
> COC(=O)C(Cc1c[nH]c2ccccc12)NC(C)=O (stereo not drawn)
  0, 6, -3, 1, /, /, 0, 5, -3
> O=C(CSc1ccccn1)Nc1nncs1
  -9, 8, -4, 0, /, /, 9, 6, -7
> COc1ccc(OC)c(C2N(c3cc(C)on3)C(=O)C3CCCN32)c1 (stereo not drawn)
  -9, 5, -2, 2, -3, 0, 8, 4, -14
> COC(=O)CC1(c2ccccc2)C(=O)c2ccccc2C1=O
  4, 0, -3, 1, -7, 8, -4, -2, -13
> COc1ccc(OC)c(C(c2nnnn2CCC(C)C)N2CCN(C(=O)c3ccco3)CC2)c1 (stereo not drawn)
  -5, 15, -2, -1, 26, 12, 2, -5, -4
> CC(C)COC(=O)CCn1[nH]c(=O)c2ccccc2c1=O
  -5, 8, -2, -1, -7, 15, 6, 3, -13
> COc1ccccc1NC(=O)C(CC=C(Cl)Cl)C(C)=O (stereo not drawn)
  -6, 6, -4, 9, 13, 7, 6, 6, 16
> CCOC(=O)/C=C1\SCC(=O)N1CC(=O)NC12CC3CC(CC(C3)C1)C2
  3, 10, -5, 0, 13, 2, 0, 4, -3
> O=C(Nc1ccc(Cl)c(Cl)c1)OCc1cncs1
  9, 6, -1, 3, 5, 1, -11, -3, -22
> O=[N+]([O-])c1c(Nc2ccccc2)ccc2nonc12
  -8, 6, -6, -4, 22, 1, 9, -3, 12
> COc1ccc(NC(=S)NNC(=O)Cn2nc([N+](=O)[O-])cc2C)cc1
  -2, 4, -2, -5, -3, 13, 8, 6, -18
> CC(=O)N1CCN(C2c3cccc4cccc(c34)C2NS(=O)(=O)c2ccccc2)CC1 (stereo not drawn)
  12, 11, 0, -1, 7, 27, -8, 3, -4
> COc1ccc(N2CCN(C(=O)c3ccc(C(C)(C)C)cc3)CC2)cc1
  -4, 2, -5, 0, 12, 24, 5, 1, -1
> O=C(CSc1nnnn1-c1cccnc1)Nc1ccc(OCc2ccccc2)cc1
  -9, 1, -4, 13, 6, 25, 15, -7, 6

Additional structures follow:
Screens in order – PTPN22 inh 2, HIV Rev-RRE inh, S1P2 ag, FAK inh, PostGolgi yeast, PostGolgi ctrl, LYP act, EphB4 antag, S1P2 antag
> CCCN1C2CCCC1CC(NC(=O)c1ccc(F)cc1)C2 (stereo not drawn)
  -7, 1, -7, -6, -5, 5, 4, 1, 3
> CC(=O)N(c1ccc(Br)cc1)C1C=CS(=O)(=O)C1 (stereo not drawn)
  -13, 10, -4, -1, -6, -2, 12, 2, 11
> CN(C)c1nc(N)nc(CSc2nnnn2-c2ccc(C(=O)O)cc2)n1
  -2, -8, 0, 1, 6, 9, 4, -1, -11
> COc1cc(C2N(c3ccc(F)cc3)C(=O)C3CCCN32)cc(OC)c1OC (stereo not drawn)
  -10, 12, -3, -7, 6, -8, 6, 1, -1
> COC(=O)CN1C(=O)C2(OCCCO2)c2cc(Br)ccc21
  -16, 2, -7, -2, 5, 7, 15, -1, -11
> COc1cccc(N(CC(=O)NCCSc2ccccc2)S(C)(=O)=O)c1
  -2, 3, 6, 0, 2, -6, 0, -2, -27
> CCOC(=O)c1[nH]c2ccc(OC)cc2c1NC(=O)OC
  -9, 6, -2, 11, 24, 4, 8, 11, 18
> COc1ccc2nc(SCC(=O)Nc3ccc4sc(C)nc4c3)c(C#N)cc2c1
  -2, 3, -4, -125, -7, 1, 7, -2, -22
> Cc1ccccc1N(C(=O)Cc1cccs1)C(C(=O)NCC1CCCO1)c1cccnc1 (stereo not drawn)
  0, 1, -1, 2, 4, 2, 4, -6, -4
> CCn1c(=N)n(CC(=O)C(C)(C)C)c2ccccc21
  3, 1, -1, 3, -5, 13, 0, 2, 3
> CC(Sc1ccccn1)C(=O)Nc1ccccc1 (stereo not drawn)
  -3, 3, -1, -2, -2, 16, -2, -3, 0
> O=S(=O)(Cc1ccccc1)N1CCc2ccccc21
  -9, 5, 1, 0, -2, 8, 5, -7, -4
> CC(=O)N(Cc1ccc(F)cc1)C1=C(NCCc2ccccc2)C(=O)c2ccccc2C1=O
  10, 12, -5, 9, 21, 31*, -11, 4, 2
> O=C(Nc1ccc(NC(=O)c2cccs2)cn1)c1ccco1
  -10, -1, -10, -6, 4, 14, 8, 3, -3
> CN(C)c1nc(SCCOC(=O)Nc2ccccc2)nc(N(C)C)n1
  -10, 14, -1, 1, -6, 13, 5, 8, 6
> Cc1cccc(C(=O)N=c2c(C#N)cc3c(=O)n4cccc(C)c4nc3n2Cc2ccco2)c1
  15, 24, 3, 11, -10, 14, -16, -4, 6
> CCOC(=O)CSC1=C(C#N)C(c2ccccc2)C(C(C)=O)=C(C)N1 (stereo not drawn)
  4, 9, -6, -4, 4, 6, -7, 1, 9
> COc1ccc(Cn2nnnc2CN(Cc2cc3cc(C)ccc3[nH]c2=O)C2CCCC2)cc1
  -5, 10, -3, 0, 7, 0, 1, 3, 9
> CCOC(=O)C1C(=O)CC(C)(O)C(C(=O)OCC)C1c1cc(Br)ccc1OC (stereo not drawn)
  -4, 1, -5, 0, 11, -2, 6, -6, -6
> COc1ccc(OC)c2[nH]c(=O)c(CCNC(=O)C(C)C)cc12
  3, 4, -3, -1, -5, 7, -4, -1, 20
> Cc1ccc(C)c(C(=O)O/N=C(\N)c2ccc(Br)cc2)c1
  -6, 8, 1, 3, -2, 9, 10, -2, -13
> Cc1ccc(C(C)C)c(OCC(=O)Nc2ccc3c(c2)nc(CN2CCCC2)n3C)c1
  15, 13, -2, 3, 5, 5, -13, 4, -7
> CCC1CCCCN1S(=O)(=O)c1ccc(C(=O)Nc2nnc(-c3ccccc3Cl)o2)cc1 (stereo not drawn)
  14, 12, -4, -7, 3, 24, -17, 2, -2

Laid out differently: entries from further up
| structure | PTPN22 inh 2 | HIV Rev-RRE inh | S1P2 ag | FAK inh | PostGolgi yeast | PostGolgi ctrl | LYP act | EphB4 antag | S1P2 antag |
| --- | --- | --- | --- | --- | --- | --- | --- | --- | --- |
| COc1ccc(C(=O)O)cc1S(=O)(=O)Nc1cccc(C)c1 | -5 | 14 | -5 | -1 | -3 | 6 | 1 | -4 | -4 |
| C1CCC2(CC1)C1=C(CCCC1)Nc1nnnn12 | -6 | 0 | -6 | -2 | 0 | 3 | 5 | -13 | -12 |
| COc1cccc(C(=O)Oc2cc(-c3ccccc3)no2)c1 | -8 | 11 | -1 | -1 | 0 | -3 | 8 | -8 | 16 |
| CCOC(=O)N1CCN(C(=O)c2ccc3c(=O)n(CCC4=CCCCC4)c(=O)[nH]c3c2)CC1 | -8 | -1 | -11 | -4 | -3 | 2 | 7 | 4 | 20 |

Source: PubChem (several laboratories)
